Source: PubChem BioAssay
E-sel TNF inh: TNF alpha driven E-selectin expression inhibition | HUVEC TNFa-induced E-selectin immunofluorescence, high content | inhibition, % at 2 µM | actives 0.71% (n = 120,000);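 active = inhibition above the batch mean plus 3 SD, and confirmed as a hit on visual image review, cut at about 43% in these data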;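 note: 0% = TNF-stimulated DMSO wells and 100% = unstimulated control wells; not every result past the cut was called active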
NPY-Y2 antag: blocks the human neuropeptide Y Y2 receptor; AID 793; P49146; NPY-Y2 expressing cells, antagonist mode; inhibition, % at 2.7 µM; actives 0.99% (n = 140,000); in the data active = inhibition above about 17%;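 note: 0% = vehicle with agonist challenge and 100% = reference antagonist with challenge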
Target sequence (P49146 whole entry, looked up): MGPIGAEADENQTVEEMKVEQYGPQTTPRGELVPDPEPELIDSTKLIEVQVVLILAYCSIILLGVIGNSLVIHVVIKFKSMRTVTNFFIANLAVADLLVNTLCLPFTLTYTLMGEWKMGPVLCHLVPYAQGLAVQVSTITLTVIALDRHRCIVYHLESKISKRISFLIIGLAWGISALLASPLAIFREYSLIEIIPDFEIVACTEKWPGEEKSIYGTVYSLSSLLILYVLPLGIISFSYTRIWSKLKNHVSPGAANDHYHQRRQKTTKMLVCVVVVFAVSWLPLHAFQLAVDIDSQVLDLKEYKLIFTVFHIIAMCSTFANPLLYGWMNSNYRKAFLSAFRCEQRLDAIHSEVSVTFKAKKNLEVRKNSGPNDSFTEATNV
Phagocyt inh: blocks phagocytosis by macrophages | inhibition, % at 5 µM | J774A.1 macrophage IgG-bead phagocytosis, imaging | actives 0.07% (n = 110,000);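 active = inhibition above the mean of the plate negative controls plus 5 SD, cut at about 13% in these data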;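 note: phagocytic index as fraction of beads internalized from green versus red external bead signal; plate controls were DMSO negative control for no effect and cytochalasin-D positive control for full effect; some results beyond the cut were filed as inactive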
Measles CPE: protection of cells from measles virus; Measles virus-infected cells, CPE protection, absorbance; protection (pct of control), % at 4 µM; actives 1.5% (n = 140,000); in the data active = protection mostly above about 24%, no sharp cut-off; inactive = mostly below about 26%; note: some compounds called inactive have numbers as strong as hits
MRP-1 activ: activates MRP-1; actives 0.61% (n = 140,000); viability increase, % at 10 µM; H69AR cells + doxorubicin, viability rescue, CellTiter-Glo;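 active = viability gain under doxorubicin at or above a set limit, the compound median plus 3 SD, cut at about 4.7% in these data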;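 note: MRP-1 overexpressing cells given doxorubicin 25 µM after compound pretreatment; 18-22 h compound pretreatment then 72 h with doxorubicin before readout; 0% = doxorubicin-only wells and 100% = vehicle-treated cells without doxorubicin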
PTEN del growth: suppresses growth of cells with PTEN deletion; HCT116 PTEN-null viability, CellTiter-Glo, 60 h; stronger effect = lower value; viability, % at 10 µM; actives 1.2% (n = 140,000);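 active = viability at or below a set limit, 4 SD under the median of all tested compounds, cut at about 3.7% in these data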;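 note: PTEN knockout HCT116 line with beta catenin targeted HCT116 as companion control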
Yeast lifespan up: yeast lifespan extension | S. cerevisiae growth with nicotinamide, OD615; deaD strain in restrictive glucose medium | inhibition of the nicotinamide effect, % at 10 µM | actives 0.68% (n = 130,000) | AID 775;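 active = inhibition above a set limit, placed 3 SD over the median of all compounds, cut at about 26% in these data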;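 note: 0% = nicotinamide-treated wells and 100% = cells grown without nicotinamide; some compounds called inactive have numbers as strong as hits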
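assay system = DeaD-strain S. cerevisiae | buffer or medium = restrictive glucose medium | reagent = 1.5 mM nicotinamide | compound = 10 µM single point, 0.25% DMSO | incubation = 48 h compound exposure at 30 °C, humidified | signal = OD615 measurement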
bCat KO growth: beta-catenin-lacking colon tumor cell growth suppression | actives 1.5% (n = 140,000) | HCT116 beta-catenin knockout viability, CellTiter-Glo, 60 h; stronger effect = lower value | viability, % at 10 µM;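 active = viability at or under a set limit, the compound median less 4 SD, cut at about 6% in these data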;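 note: 0% = Hyamine 1622 control at 20 µM and 100% = untreated cell control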
Yeast growth inh: reduces growth of yeast BB579 in restrictive medium; S. cerevisiae BB579 growth, OD615, 48 h; inhibition, % at 10 µM; actives 0.51% (n = 140,000); AID 804;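 active = inhibition above a set limit, 3 SD over the mean compound inhibition, cut at about 44% in these data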; note: inactives centre near -24
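Detection: OD615 turbidity measurement; Material: Saccharomyces cerevisiae DeaD strain BB579, replicative lifespan model yeast; Timing: 48 h exposure, 30 °C; Doses: single 10 µM dose; Medium: CSMM-D restrictive synthetic medium containing dextrose (glucose); Controls: amphotericin B at 10 µg/mL as positive control.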
GALR2 blocker: blocks the human galanin receptor 2. GALR2-expressing cells, antagonist mode. actives 0.39% (n = 140,000). inhibition, % at 4 µM; in the data active = inhibition above about 27%;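 note: cells stimulated with galanin 1-16 at roughly its EC80; 0% = agonist challenge control and 100% = basal control without agonist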
Target sequence (O43603 whole entry, looked up): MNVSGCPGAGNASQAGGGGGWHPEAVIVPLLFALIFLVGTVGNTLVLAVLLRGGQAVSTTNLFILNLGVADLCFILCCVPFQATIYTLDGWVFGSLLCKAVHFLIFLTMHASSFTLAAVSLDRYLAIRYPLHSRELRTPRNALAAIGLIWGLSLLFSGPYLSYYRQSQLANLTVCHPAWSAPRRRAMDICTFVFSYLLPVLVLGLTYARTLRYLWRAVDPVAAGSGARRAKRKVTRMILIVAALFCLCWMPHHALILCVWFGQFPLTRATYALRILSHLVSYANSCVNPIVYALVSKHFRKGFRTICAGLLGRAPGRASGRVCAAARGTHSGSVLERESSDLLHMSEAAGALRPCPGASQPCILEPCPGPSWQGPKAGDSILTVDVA
Numbers without * were called inactive; / = no result given.

SMILES	E-sel TNF inh	NPY-Y2 antag	Phagocyt inh	Measles CPE	MRP-1 activ	PTEN del growth	Yeast lifespan up	bCat KO growth	Yeast growth inh	GALR2 blocker
Cc1cc(C)c(NC(=O)CC(C)(C)C)c(Cl)c1	-45	0	-1	5	-2.9	89	9	87	5	10
CCOC(=O)N1CCN(C(=O)c2cnn(-c3ccccc3)c2NC(=O)c2ccccc2F)CC1	/	/	1	0	-0.9	81	-10	84	3	/
CCCCN1C(=O)C2C3C=CC(C2C1=O)C1C2C(=O)N(CCCC)C(=O)C2C31 (stereo unspecified)	72*	2	-5	24	0.8	92	20	84	-18	8
Cc1ccc(/C=N/c2sc3c(c2C#N)CCC3)o1	8	3	/	4	-1.4	91	-13	84	-52	4
CCN1CCN(CC(=O)n2c3c(c4ccccc42)CC(C)CC3)CC1 (stereo unspecified)	2	12	-1	4	-1.9	72	-12	65	-53	-3
COc1cc(CC(=O)Nc2nccs2)cc(OC)c1OC	11	8	1	25	-3.1	81	3	81	-14	6
COC(=O)C(NC(C)=O)(Nc1nc2ccc(S(C)(=O)=O)cc2s1)C(F)(F)F (stereo unspecified)	-35	0	-1	/	-0.5	100	-11	106	-4	4
CCOC(=O)c1c(C)[nH]c(C(=O)CSc2nccc(C)n2)c1C	-23	2	-6	7	-2.5	101	5	93	-7	6
Cc1nc(N)nc(-c2ccccc2O)n1	-6	0	/	11	0.1	99	-11	102	10	-18
CCOC(=O)C1=C(C)N(c2ccc(C)c(C)c2)C(=O)/C1=C\c1ccco1	/	-2	-2	7	-0.5	98	-10	96	-19	3
COc1ccc(/C=N/NC(=O)Cc2csc(Nc3cccc(C(F)(F)F)c3)n2)c(OC)c1	-32	-2	/	1	0.0	76	-9	80	-29	-7
CCCOc1ccc(C(=O)NCCO)cc1	24	2	1	7	1.1	111	-2	105	-74	0
COc1ccc(OCCCC(=O)Nc2ccc3c(c2)OCCO3)cc1	-16	4	-1	2	-1.3	103	-5	90	-74	-3
CN(C)S(=O)(=O)c1ccc(N2CCCC2)c(C(=O)Nc2nc3ccccc3s2)c1	/	4	-4	15	-4.6	66	2	58	-56	27
C/C(=N\NC(=O)c1cc2c(s1)CCC(C)C2)c1ccncc1 (stereo unspecified)	-1	7	-4	4	-3.9	90	-4	84	-11	1
CC12CCC(=O)N1C(C(=O)Nc1cccc3ccccc13)CS2 (stereo unspecified)	/	/	-2	11	-3.7	98	/	89	13	/
COc1nnc(-c2ccc(N3CCCCC3)c(NC(C)=O)c2)c2ccccc12	12	1	1	11	-1.1	100	-4	98	-46	5
CCOC(=O)C1C(=O)CC(C)(O)C(C(=O)OCC)C1c1ccc(N(CC)CC)cc1 (stereo unspecified)	-6	9	/	2	-3.6	88	/	89	-38	0
COc1ccccc1-n1cnc2cc(NCc3cccs3)ccc21	-9	10	/	9	-1.3	15	-8	18	-47	9
O=C(CSCC(=O)c1ccccc1)Nc1ccccc1Cl	6	4	2	31	-2.2	99	-19	99	11	2
O=C(CSc1ccc2nnc(-c3ccncc3)n2n1)Nc1ccccc1F	/	4	0	5	-2.0	102	-8	88	8	-10
COc1ccc(C(=O)N/N=C/c2sc3ccccc3c2O)cc1	-3	2	-6	3	-2.1	3.5*	-2	3.3*	85*	14
COC(=O)c1cc2occc2n1CC(=O)Nc1ccc(OC)c(OC)c1OC	15	1	0	3	0.0	99	3	91	-47	3
CCOc1ccc(NS(=O)(=O)c2ccc(NC(=S)NC(=O)CC(C)C)cc2)cc1	-6	2	-1	18	-1.6	80	-7	77	-4	-6
CCOC(=O)c1c[nH]c2c(Cl)c(Cl)ccc2c1=O	-16	2	0	17	0.7	104	5	101	-44	-13
CCOc1ccc(N=Cc2c(C)[nH]n(-c3nc4ccccc4[nH]3)c2=O)cc1	-36	0	-5	19	-5.8	17	3	22	-19	3
CC(=O)Nc1ccc(Nc2c([N+](=O)[O-])cc(S(C)(=O)=O)cc2[N+](=O)[O-])cc1	-3	0	-8	5	-2.2	87	1	95	-23	8
CC(=O)Nc1ccc(Nc2ccc(N3C(=O)CCCC3=O)cc2[N+](=O)[O-])cc1	/	6	-3	12	-1.1	99	0	107	-17	24
CC(=O)c1ccc(OCc2ccccc2)c(C)c1O	/	2	/	7	-2.4	80	-6	88	-43	2
Cc1c(Cl)cccc1NC(=O)c1ccc(OCC(=O)NCc2ccccc2)cc1	-18	2	-11	4	-4.3	99	-4	98	12	0
N#Cc1nc(COc2ccc(-c3ccccc3)cc2)oc1NCc1cccnc1	2	6	-1	30	-2.3	36	-7	45	-33	5
COc1ccc(N2CCN(C(=O)COc3ccccc3)CC2)cc1	/	2	0	16	-1.5	99	-10	98	9	-6
Cc1ccc(NC(=S)NCCc2ccc(F)cc2)c(C)c1	37	3	-4	9	-3.3	69	1	63	-35	-8
N#CC1=C(N)Oc2cc(O)ccc2C1c1ccccc1 (stereo unspecified)	-29	1	-1	6	-4.0	76	2	85	-35	0
O=C(NC1CCCCC1)C(c1ccccc1)N1CCCC1 (stereo unspecified)	-12	4	0	10	-0.4	94	-7	96	-72	1
COc1ccc(N2CCN(S(=O)(=O)c3ccc4c(c3)CCCC4)CC2)c([N+](=O)[O-])c1	-40	3	-1	5	0.5	27	-7	15	-33	1

E-sel TNF inh: hit marks shown above
SMILES	E-sel TNF inh	NPY-Y2 antag	Phagocyt inh	Measles CPE	Yeast lifespan up	Yeast growth inh	GALR2 blocker
CCCCN1C(=O)C2C3C=CC(C2C1=O)C1C2C(=O)N(CCCC)C(=O)C2C31 (stereo unspecified)	72*	2	-5	24	20	-18	8

The list continues.
SMILES	E-sel TNF inh	NPY-Y2 antag	Phagocyt inh	Measles CPE	MRP-1 activ	PTEN del growth	Yeast lifespan up	bCat KO growth	Yeast growth inh	GALR2 blocker
COc1ccccc1NC(=O)c1ccccc1SC	-5	3	-2	14	0.8	94	-11	96	-41	7
Cc1ccc(-c2nnc(CSc3nnc(C)s3)o2)cc1	/	6	0	5	-0.7	100	-6	87	-12	11
COc1ccc(N(C(=O)CCl)C(C(=O)NC2CCCCC2)c2cccnc2)cc1 (stereo unspecified)	37	2	-7	1	-4.7	2.5*	0	2.8*	-16	7
CCc1nnc(NS(=O)(=O)c2ccc(N/C=C\C(=O)c3ccc4ccccc4c3)cc2)s1	-6	2	-9	15	2.5	85	3	90	-27	-3
Cc1ccc(NC(=O)c2sccc2C)cc1[N+](=O)[O-]	/	3	-5	20	1.5	86	-5	89	-23	0
C=CCn1c(C)cc(C(=O)COC(=O)COc2ccccc2C#N)c1C	/	3	-2	4	-1.4	98	-5	95	-35	3
N#Cc1nc(-c2ccc(OCc3ccccc3Cl)cc2)oc1NCCCn1ccnc1	/	4	-1	34	-2.1	19	-15	25	-29	1
Cc1cc(CC(=O)O)c(C)cc1CC(=O)O	-32	3	2	32	0.5	97	-6	89	-1	-2
COc1ccc(C(=O)CC(c2ccccc2)C2CCCCC2=O)cc1 (stereo unspecified)	6	1	0	9	0.3	93	5	86	-15	-15
CCC(=O)Nc1cc(NC(=O)CSc2ncc(-c3ccc(F)cc3)n2Cc2ccco2)ccc1C	6	-1	-1	6	-0.8	87	-13	94	-28	-5
OCCNC(=S)NC1CCCCC1	-20	2	1	27	-0.9	96	7	90	8	-7
CCOC(=O)c1ccc2[nH]c(C)cc(=O)c2c1	0	0	-1	7	-0.3	85	-19	99	-46	16
CC(=O)Cc1nsc(NC(=O)c2ccc(Br)o2)n1	-8	1	/	12	-0.7	95	/	92	-48	-1
CN(C(=O)COc1nnc(-c2cccs2)c(-c2cccs2)n1)c1ccccc1	4	0	0	18	-4.1	70	-10	58	-48	-4
COc1ccc(Cc2nnc(NC(=O)CSc3ccc(C)cc3)s2)cc1	/	8	/	14	0.8	97	4	99	-12	20
COc1ccc(CNC(=O)C2CCCN(S(=O)(=O)c3cc(C)ccc3OC)C2)cc1 (stereo unspecified)	-24	0	-1	11	-0.8	83	-3	82	-67	9
COc1ccc(CCNC(=O)CSc2nnc(CNC(=O)c3cccs3)o2)cc1OC	-31	0	/	6	-2.2	90	-18	106	10	-7
CCN(C(C)=O)N(CC)c1nc(Cl)nc(NC(C)C)n1	26	1	-3	11	-1.3	103	-1	94	6	0
Cc1ccnc(NC2c3ccccc3C(=O)N2Cc2ccccc2Cl)c1 (stereo unspecified)	-10	7	0	12	-0.2	95	-4	92	-4	13
COc1ccc(NC(=O)Nc2ccc3c(c2)N(C)C(=O)CS3)cc1Cl	-83	-3	-2	5	2.2	94	-10	93	-58	-2
C/C(=N\NC(=S)NCc1ccccc1)c1ccc(C(C)(C)C)cc1	/	-1	-15	3	-3.7	59	0	54	26	-4
CCN(CC)c1ccc(/C=N/NC(=O)OC)c(O)c1	4	2	2	3	0.1	83	-1	79	-28	8
CCOC(=O)C1CCN(C(=O)c2ccc(OCC)c(OCC)c2)CC1	24	2	/	11	0.2	115	46	101	-62	7

Whole records, looked up by structure. Order of screens: E-sel TNF inh | NPY-Y2 antag | Phagocyt inh | Measles CPE | MRP-1 activ | PTEN del growth | Yeast lifespan up | bCat KO growth | Yeast growth inh | GALR2 blocker
Cc1ccnc(NC2c3ccccc3C(=O)N2Cc2ccccc2Cl)c1 (stereo unspecified) as listed: -10 | 7 | 0 | 12 | -0.2 | 95 | -4 | 92 | -4 | 13
COc1ccc(CNC(=O)C2CCCN(S(=O)(=O)c3cc(C)ccc3OC)C2)cc1 (stereo unspecified) as listed: -24 | 0 | -1 | 11 | -0.8 | 83 | -3 | 82 | -67 | 9
C/C(=N\NC(=S)NCc1ccccc1)c1ccc(C(C)(C)C)cc1 as listed: / | -1 | -15 | 3 | -3.7 | 59 | 0 | 54 | 26 | -4
COc1ccc(Cc2nnc(NC(=O)CSc3ccc(C)cc3)s2)cc1 as listed: / | 8 | / | 14 | 0.8 | 97 | 4 | 99 | -12 | 20
CC(=O)Cc1nsc(NC(=O)c2ccc(Br)o2)n1 as listed: -8 | 1 | / | 12 | -0.7 | 95 | / | 92 | -48 | -1

Compounds were not picked by outcome. Share with any hit: about 6.4%.
